# CAL PDZ FP-1: blocks peptide binding to the human CAL PDZ domain | Q9HD26 | purified CAL PDZ, TMR-peptide fluorescence polarization, 1 h | 0.92% of 300,000 active | inhibition, % at 24.9 µM | AID 602252;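 active means mean inhibition of at least 30% with at least half of replicates also reaching 30%; inconclusive means no clear call, values can overlap the other calls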;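 further: 0% = DMSO neutral control and 100% = excess unlabeled competitor peptide PRC23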
# RTF Ca sens inh: cardiac RTF calcium desensitization. P19429+P45379. IANBD-labeled cardiac RTF, Ca2+ fluorescence. inhibition, % at 7.15 µM. 0.12% of 340,000 active. AID 493244;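 active means inhibition above the mean inhibition of all tested compounds plus 3 SD, cut at about 17% in these data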;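 further: assay run at fixed EC70 calcium of 1.6 mM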
# cardiac RTF act: cardiac RTF calcium sensitization; activation, % at 7.2 µM; P19429+P45379; 0.24% of 340,000 active; IANBD-labeled TnC RTF fluorescence at EC20 calcium; 0% EC20 calcium, 100% full calcium;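 active means activation above the mean over all tested compounds plus 3 SD, cut at about 30% in these data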;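 further: rise in fluorescence read as greater calcium sensitivity of cardiac thin filaments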
# Rtt109 Vps75: C. albicans Rtt109 histone acetyltransferase inhibition. inhibition, % at 34.9 µM. 0.16% of 330,000 active. AID 540336. purified Rtt109/Vps75, ThioGlo CoA-SH fluorescence, 4 h;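 active means inhibition of at least 50% in every replicate; inconclusive means best replicate reaches 50% inhibition but some replicates fall short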
# Target sequence (Q5AAJ8 whole entry, looked up): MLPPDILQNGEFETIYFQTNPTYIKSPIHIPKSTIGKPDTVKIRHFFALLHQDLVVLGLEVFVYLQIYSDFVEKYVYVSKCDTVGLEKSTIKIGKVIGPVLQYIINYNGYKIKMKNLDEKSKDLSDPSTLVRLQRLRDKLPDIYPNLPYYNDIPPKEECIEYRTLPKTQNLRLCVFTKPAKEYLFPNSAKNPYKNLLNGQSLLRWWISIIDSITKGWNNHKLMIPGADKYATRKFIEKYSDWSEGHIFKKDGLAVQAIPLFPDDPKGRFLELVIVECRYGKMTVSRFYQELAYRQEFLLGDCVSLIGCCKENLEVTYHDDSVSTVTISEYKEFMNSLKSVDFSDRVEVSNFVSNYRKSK
# Keap1-Nrf2 PPI: Keap1-Nrf2 (human) interaction inhibition; Keap1 Kelch-Nrf2 peptide fluorescence polarization, 1536-well; inhibition, % at 9.4 µM; 0.15% of 340,000 active; in the data active means inhibition above about 12%; inconclusive means no clear call, values can overlap the other calls; inactive means below about 7.3%;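 further: human Keap1 Kelch domain with fluorescein labeled Nrf2 9mer peptide probe; 0% = neutral control wells and 100% = peptide positive control; higher means more block of Keap1 binding to Nrf2 peptide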
# LANA DNA inh: inhibitors of KSHV LANA C-terminal domain DNA binding; MBP-C-LANA/FAM-LBS DNA binding, fluorescence polarization; inhibition, % at 9 µM; 0.078% of 340,000 active;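 active means highest replicate inhibition at or above 60% at 9 µM, even if other replicates fall short; inactive means all replicates below 60% inhibition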;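 further: 0% = neutral control wells and 100% = 4 µM acridine orange control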
# CAL PDZ FP-2: inhibitors of human CAL PDZ peptide binding. inhibition, % at 20 µM. Q9HD26. AID 504414. 0.02% of 330,000 active. purified CAL PDZ, TMR-peptide fluorescence polarization, 1 h;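 active means highest replicate inhibition of at least 40%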;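 further: plate controls were DMSO neutral control wells for no effect and unlabeled competitor peptide control wells for full effect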
#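 Control set: unlabelled peptide and DMSO controls / Material: purified CerCALP PDZ construct / Timing: 1 h incubation at room temperature before polarization reading / Doses: 20 µM, one dose / Detection: fluorescence polarization (mP)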
# DAGLB inh: diacylglycerol lipase beta (human) inhibition. Q8NCG7. HEK293T DAGLB membrane lysate, EnzChek fluorogenic substrate. inhibition, % at 5.17 µM. 0.059% of 340,000 active; in the data active means inhibition above about 34%;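 further: 0% = enzyme with vehicle and 100% = wells lacking enzyme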
# Target sequence (Q8NCG7 whole entry, looked up): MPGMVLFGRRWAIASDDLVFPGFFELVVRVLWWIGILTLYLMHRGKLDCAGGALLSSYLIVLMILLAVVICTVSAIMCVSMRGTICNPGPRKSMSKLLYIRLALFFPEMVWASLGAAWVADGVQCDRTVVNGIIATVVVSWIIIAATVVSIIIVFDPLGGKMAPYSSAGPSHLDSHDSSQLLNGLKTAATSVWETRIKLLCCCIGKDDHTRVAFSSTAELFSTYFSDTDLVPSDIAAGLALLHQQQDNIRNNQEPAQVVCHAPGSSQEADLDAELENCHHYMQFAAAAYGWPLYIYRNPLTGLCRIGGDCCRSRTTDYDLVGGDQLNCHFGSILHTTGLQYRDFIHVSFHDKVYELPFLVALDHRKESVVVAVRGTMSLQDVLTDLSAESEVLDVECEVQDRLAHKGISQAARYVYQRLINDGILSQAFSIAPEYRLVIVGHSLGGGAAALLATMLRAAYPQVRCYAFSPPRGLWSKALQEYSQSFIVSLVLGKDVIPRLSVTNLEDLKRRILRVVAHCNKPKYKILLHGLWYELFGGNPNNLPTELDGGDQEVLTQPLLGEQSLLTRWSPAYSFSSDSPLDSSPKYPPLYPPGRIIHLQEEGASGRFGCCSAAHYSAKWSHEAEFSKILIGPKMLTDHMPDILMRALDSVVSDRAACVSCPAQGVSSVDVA
# SR-BI DiI-HDL act: enhances SR-BI lipid uptake from DiI-HDL; CHO ldlA[mSR-BI] cells, DiI-HDL uptake fluorescence, 3 h; 100 = double the neutral-control signal; activation, % at 12.5 µM; 0.096% of 320,000 active; AID 504775;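 active means mean replicate activation of at least 60% and every replicate at or above 60%; inconclusive means mean or all-replicate condition met, but not both; inactive means mean below 60% and not all replicates reaching 60%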;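 further: 0% = median plate neutral-control signal and 100% = twice that signal; values of inactives mirror those of a sister screen read the other way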
#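 Test system: SR-BI-overexpressing, LDLR-lacking CHO cells; Also added: labelled HDL, 10 µg/mL; Measured by: bottom-read cell fluorescence after medium removal, ex 550/em 595 nm; Timing: 3 h uptake period with compound, 37 °C; Buffer or medium: F12, 0.5% BSA, 25 mM HEPES; Doses: single compound concentration, delivered by pin transfer.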
# PKA-R2B activ: PKA-R2B complex activation; PKA-R2B holoenzyme dissociation, Cy5-IP20 fluorescence polarization; R2B truncated from residue 108, S112A mutant; 0% DMSO only, 100% 113 µM cGMP; P22694+P31323; 0.079% of 340,000 active; activation, % at 11.4 µM; AID 504700;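 active means activation above a cutoff set at the mean over all compounds plus 3 SD, cut at about 18% in these data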;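 further: higher means more holoenzyme dissociation and a rise in polarization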
# Numbers without * were called inactive; ? = inconclusive; . = not tested or not shown.
SMILES,CAL PDZ FP-1,RTF Ca sens inh,cardiac RTF act,Rtt109 Vps75,Keap1-Nrf2 PPI,LANA DNA inh,CAL PDZ FP-2,DAGLB inh,SR-BI DiI-HDL act,PKA-R2B activ
OC(Cn1ccnc1)c1ccc(Cl)cc1Cl (centres undefined),-2.9,-4.7,-0.5,16.7,-4.3,-1.0,0.1,-1.1,1.2,-6.7
Cn1c(CC2C(=O)Nc3ccc(Br)cc32)nc2ccccc2c1=O (centres undefined),-2.7,0.5,-0.8,-0.8,-0.5,0.0,-3.9,0.2,-42.3,-5.4
CC(=O)Nc1cccc(CCc2nc3ccccc3[nH]2)c1,.,-5.5,2.0,-1.8,-11.0,-1.2,-2.8,0.6,?,1.7
CCOc1ccccc1N1CC(C(=O)Nc2ccc(S(=O)(=O)N3CCCCC3)cc2)CC1=O (centres undefined),-4.7,-7.6,-8.9,-0.2,-3.0,-1.1,-4.5,-1.4,-12.1,-10.6
CCCCCNC(=O)Cc1ccc(S(=O)(=O)N2CCOCC2)s1,-3.4,-2.3,0.9,-1.9,-5.3,-0.5,-0.3,-1.8,-7.1,3.7
CS(=O)(=O)N(CC(=O)Nc1ccc(F)cc1F)C1CCCCC1,19.0,-11.3,4.2,-1.7,-2.8,-0.3,0.0,-1.0,.,-2.8
CN(C)C(=S)NC(=S)Nc1ccc2ccccc2c1,-1.5,-5.6,-4.6,-1.1,1.3,-0.3,0.1,0.7,-52.3,-6.8
O=S(=O)(CCN1CCCC1)NCCNS(=O)(=O)c1ccc(F)cc1Br,-0.9,-2.5,-3.0,-1.0,1.4,-1.6,-1.5,-8.2,-11.1,-0.6
CCOC(=O)C1CCN(c2ncnc3c2c(-c2ccccc2)cn3-c2ccccc2)CC1,-4.0,-7.3,-2.9,-11.0,6.0,0.3,0.1,-6.8,-42.4,-1.9
CC(C)NC(=S)NN=C1CCCCCCCCCCC1,-2.7,0.1,-8.8,-26.3,0.9,1.3,0.5,-7.8,-17.0,-5.5
CCC(C)[C@H](NC(=O)N1CC(=O)Nc2ccccc21)C(=O)N[C@H](Cc1c[nH]c2ccccc12)C(=O)O (some centres undefined),-4.4,-0.1,4.2,11.1,-4.2,1.4,0.1,3.8,9.1,-13.2
COCC(C)NC(=O)C(C)Oc1ccccc1 (centres undefined),-3.2,4.0,2.7,1.3,1.3,1.7,0.7,0.3,10.8,-6.6
O=C(Nc1ccc(NC(=O)c2ccco2)nc1)c1ccccn1,3.3,0.3,1.4,2.9,2.7,-0.6,-3.2,1.4,3.9,-10.9
CC(c1nccs1)N(C)C(=O)CCc1nnc(Cc2c[nH]c3ccccc23)o1 (centres undefined),6.0,-6.3,-4.5,7.6,0.8,-1.0,-0.2,1.0,.,-0.6
Cc1ccc(S(=O)(=O)N2CCOCC2)cc1NC(=O)COc1ccccc1Cc1ccccc1,-1.5,-4.0,4.6,-0.4,3.1,-0.2,-0.7,-4.2,19.7,-10.1
O=C1OC(c2ccccc2)c2ccc3ccccc3c21 (centres undefined),-7.8,-1.1,0.3,1.3,1.2,-0.6,-0.5,-1.3,10.8,2.9
COc1ccc2c(c1)c(C(C)=O)c(C)n2-c1ccccc1OC,-1.0,-0.6,-1.5,-2.9,-0.5,-0.4,0.0,-1.7,-31.6,4.8
CCOC(=O)c1cc(NC(=O)OC)c(C)nc1C,-2.0,3.0,-1.4,-1.9,-0.7,-0.8,-0.3,-2.0,20.9,-0.7
CC(=O)N1C(O)CC(C)N1c1ccccc1 (centres undefined),1.4,-0.9,-0.7,-8.9,-0.8,0.2,0.4,-0.2,1.5,-6.5
CSCC(NS(=O)(=O)c1ccc(C)cc1)C(=O)O (centres undefined),2.0,-5.8,11.2,7.4,0.1,-1.3,0.3,2.1,47.3,2.2
CN(C)CCCNC(=O)C[C@H]1C[C@H](C(=O)N2CCCCC2)[C@@]2(C)c3[nH]c4cc(CCC(=O)N(C)C)ccc4c3CCN2C1=O,-3.5,-5.1,-7.5,-5.2,-1.0,-1.2,1.3,-0.9,6.3,-1.7
O=C(Nc1ccc2c(c1)OCO2)c1cnn2cccnc12,0.8,2.7,-5.5,5.6,0.3,-0.7,-0.1,-2.3,-18.9,-8.2
CCNC(=O)c1ccccc1NC(=O)c1cccc(S(=O)(=O)N2CCOCC2)c1,-2.4,-8.8,-1.1,9.8,4.7,-0.3,-0.2,1.2,-6.3,-9.2
O=C(COC(=O)c1ccc2ncsc2c1)NCc1ccccc1Cl,1.8,1.4,1.1,-0.6,-1.5,0.5,-1.6,-3.4,13.0,-11.5
O=C(NCCCn1ccnc1)C(=O)NCC(c1ccco1)N1CCN(c2ccccc2)CC1 (centres undefined),0.4,-3.8,-2.5,31.4,2.0,2.6,-1.7,-2.3,.,9.6
COc1ccc(S(=O)(=O)/C(C#N)=C/Nc2ccccc2F)cc1,-8.4,-7.5,-0.8,.,-1.4,-0.4,-0.2,-1.4,21.5,-7.2
CC1COc2ccccc2N1C(=O)c1cccnc1Cl (centres undefined),.,-10.1,0.1,3.2,1.4,0.8,-1.3,4.2,-25.1,2.6
CC1C/C(=N\Nc2ccc(S(N)(=O)=O)cc2[N+](=O)[O-])CC(C)(C)C1 (centres undefined),-4.3,-1.5,-5.2,1.3,1.7,1.1,-0.2,20.3,9.7,-1.7
CN(CC(=O)O)Cc1nc2ccccc2[nH]1,-1.9,-5.8,9.9,.,-3.6,0.2,-1.4,-3.7,6.5,-1.5
CC(=O)c1cccc(NC(=O)CSc2nc(=O)n(Cc3ccccn3)c3c2CCC3)c1,-0.9,-10.1,-1.4,4.4,-5.5,-0.4,-2.4,1.7,-8.2,-0.3
O=C(O)C1CCN(C(=O)c2csc(-c3ccc4c(c3)CCO4)n2)CC1,-6.9,-0.8,-10.6,-2.2,-0.7,0.7,-0.3,1.1,.,0.2
Cc1cc(C(=O)COC(=O)c2cc(O)c3ccccc3c2O)c(C)n1CC1CCCO1 (centres undefined),1.8,-13.2,7.0,16.1,-0.6,22.4,-1.2,5.0,-46.3,-2.0
COCC(C)NC(=O)c1cccc([N+](=O)[O-])c1 (centres undefined),-3.7,-6.0,-4.5,-0.9,-3.0,-0.6,-0.3,-0.1,5.1,12.2
Cc1ccccc1-n1nnnc1SC1CCOC1=O (centres undefined),-2.4,4.8,7.0,0.5,1.1,-0.1,0.0,1.2,-11.0,-18.7
CC(NS(=O)(=O)c1cccc(Cl)c1)C(=O)N(C)C1CCN(C)CC1 (centres undefined),-0.8,2.0,0.1,-7.6,-2.5,-0.4,-0.2,-2.9,8.3,-9.7
COc1ccc(CCNC(=O)CCOc2ccc(C)cc2)cc1OC,-5.1,-5.5,-0.3,-2.9,-3.8,0.1,-2.1,-0.4,-15.5,5.9
O=C(COc1ccccc1)Nc1ccc(CN2CCCCC2)cc1,-1.1,-0.5,-1.9,0.3,-0.2,0.2,-1.9,1.4,6.9,4.3
COn1c(SC(C)C)nc2ccccc2c1=O,-4.8,-3.3,-1.4,-1.4,-5.8,-1.6,-0.9,-2.9,-6.8,-9.8
CC(=O)c1ccc(NC(=O)Nc2cccc3ccccc23)cc1,-2.7,2.9,-4.3,0.8,-10.4,1.1,-2.2,0.1,-13.7,5.4
Cc1nc(SCc2ccc([N+](=O)[O-])cc2)n[nH]1,0.3,0.1,-4.3,2.2,-1.1,0.4,0.7,-0.2,4.0,-3.7
COc1ccc(CN(C)C(=O)CNC(=O)c2sc3ccccc3c2Cl)c(OC)c1OC,-9.8,-9.7,-4.7,-0.1,0.3,1.0,-2.1,-3.3,-23.8,-5.7
O=C(Nc1ncc(Cc2cccc([N+](=O)[O-])c2)s1)c1ccco1,-3.6,5.6,-0.3,5.8,-2.1,0.2,-2.4,1.9,-10.4,2.8
Cc1cc(S(=O)(=O)NCCc2ccccc2)ccc1-n1cnnn1,-1.4,3.0,1.7,-6.2,-2.4,-0.1,-3.5,0.4,2.3,-0.2
Cc1cc(C)c2nc(-c3ccccn3)cc(C(=O)Nc3ccc(S(=O)(=O)Nc4onc(C)c4C)cc3)c2c1,-1.8,.,.,17.7,-1.8,29.2,-0.7,.,-16.8,.
Cc1cc(NC(=O)Cn2nc(C(F)(F)F)c3c2CCCC3)no1,.,-12.4,-3.7,-4.1,0.6,-0.9,-0.7,-1.4,-14.9,3.8
C/C(=N\NS(=O)(=O)c1ccc(C)c([N+](=O)[O-])c1)c1cc2ccccc2o1,.,-8.1,0.5,15.7,5.9,-0.9,-0.7,2.0,10.5,7.2
CC1=CC(C)(C)N2C(=O)C(=Nc3ccc(O)cc3)c3cccc1c32,-1.4,6.9,-7.6,33.0,3.3,1.0,0.8,11.4,.,7.1
CCCCOC(=O)c1ccc(NC(=O)C(=O)NCc2cccnc2)cc1,3.7,4.5,-3.9,4.9,-2.6,-0.9,-0.6,-2.0,9.8,-6.9
C=CCN1CC(=O)N2C(C)c3[nH]c4ccccc4c3C[C@H]2C1=O (some centres undefined),-0.9,-1.7,2.1,-5.1,1.5,-1.9,1.3,-0.1,5.0,0.5
CCN(CCN(C)C)C(=O)Cn1ncc2c1-c1cc(C)ccc1OC2,.,-7.1,10.3,0.3,-5.6,0.7,-1.3,-2.4,29.0,-1.1
Nc1cc(=O)[nH]c(SCC(=O)Nc2ccc(S(=O)(=O)N3CCOCC3)cc2)n1,.,-4.6,-1.5,-4.5,-4.2,1.2,-1.0,-0.3,13.1,-9.0
COc1ccc(Cl)cc1NC(=O)CN(C)C(=O)c1ccc2n[nH]nc2c1,1.2,-8.3,-2.2,-0.7,0.9,-0.6,-0.5,0.1,-11.7,-3.5
Oc1ccc(CN2CCN(c3ccccc3)CC2)c2cccnc12,-1.7,-1.3,-0.4,-1.7,-2.4,-1.1,0.5,7.2,-20.3,-5.9

# High-throughput results from PubChem BioAssay.
